PHOSPHO1 inh – PHOSPHO1 (human) inhibition | inhibition, % at 13.3 µM | recombinant PHOSPHO1, absorbance phosphatase assay | Q8TCT1 | AID 1565 | hit rate 1.1% among 290,000; in the data active means inhibition above about 60%
Target sequence (Q8TCT1 whole entry, looked up): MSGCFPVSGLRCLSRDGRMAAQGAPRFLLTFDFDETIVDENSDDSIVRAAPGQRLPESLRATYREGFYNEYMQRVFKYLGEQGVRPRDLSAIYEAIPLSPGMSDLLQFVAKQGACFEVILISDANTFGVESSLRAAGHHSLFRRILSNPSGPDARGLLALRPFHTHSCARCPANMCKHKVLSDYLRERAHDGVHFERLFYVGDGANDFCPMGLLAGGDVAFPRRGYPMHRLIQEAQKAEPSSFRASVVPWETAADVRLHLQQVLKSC
VIM-2 inh – blocks Pseudomonas aeruginosa VIM-2 metallo-beta-lactamase | purified VIM-2, nitrocefin hydrolysis, epi-absorbance fluorescence | inhibition, % at 5.6 µM | hit rate 0.89% among 290,000;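 active means inhibition above the mean of all tested compounds plus 3 SD, cutoff set per screening run, cut at about 7.5% in these data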;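 further: red hydrolysis product quenches plate fluorescence so inhibitors raise well fluorescence; 0% = enzyme with DMSO and 100% = DMSO without enzyme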
HCV NS3 hel inh – HCV NS3 helicase inhibition; NS3 helicase DNA unwinding, Cy5 molecular beacon fluorescence; inhibition, % at 10.9 µM; hit rate 0.56% among 290,000; AID 1800;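 active means inhibition above the mean of all tested compounds plus 3 SD, set per campaign, cut at about 35% in these data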;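 further: 0% = DMSO wells and 100% = thioflavine S control wells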
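Compound dosing – single dose, 10.9 µM nominal final, DMSO 0.8% final · System – NS3 helicase fragment of HCV · Buffer or medium – MOPS pH 6.5, MgCl2, DTT, Tween20, BSA · Signal – Cy5 beacon fluorescence read at start and 1 h · Also added – annealed dual-labelled DNA beacon duplex, ATP-started · Schedule – 1 h at 25 °C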
pCIP destab – p/CIP protein destabilization. decrease of EGFP signal, % at 10 µM. hit rate 0.01% among 290,000. Q05BA5. F442A p/CIP-EGFP cells, EGFP fluorescence, 16 h. AID 1984;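 active means EGFP signal decrease of at least 30% at 10 µM or well 3 SD below plate mean, unless failing retest; inactive means the rest, including hits failing retest or dose response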; further: some compounds called inactive have numbers as strong as hits; many of its hits are not listed in these tables
MEKK3 PB1 HTS – modulators (inhibitors or enhancers) of MEK5 binding to human MEKK3 PB1 domain | Q99759 | bead-based flow cytometry, Alexa488-MEK5 binding to MEKK3; actives lie on both sides; 0 = blocked by unlabeled MEK5, 100 = vehicle | binding response (% of control), % at 10 µM | hit rate 1.4% among 290,000 | AID 1529;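 active means binding response more than 3 SD above or below the average of its plate-row segment, actives on both sides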;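 further: Alexa488 bead fluorescence after subtracting the streptavidin-only scavenger bead signal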
Target sequence (Q99759 whole entry, looked up, the tested form may be a part): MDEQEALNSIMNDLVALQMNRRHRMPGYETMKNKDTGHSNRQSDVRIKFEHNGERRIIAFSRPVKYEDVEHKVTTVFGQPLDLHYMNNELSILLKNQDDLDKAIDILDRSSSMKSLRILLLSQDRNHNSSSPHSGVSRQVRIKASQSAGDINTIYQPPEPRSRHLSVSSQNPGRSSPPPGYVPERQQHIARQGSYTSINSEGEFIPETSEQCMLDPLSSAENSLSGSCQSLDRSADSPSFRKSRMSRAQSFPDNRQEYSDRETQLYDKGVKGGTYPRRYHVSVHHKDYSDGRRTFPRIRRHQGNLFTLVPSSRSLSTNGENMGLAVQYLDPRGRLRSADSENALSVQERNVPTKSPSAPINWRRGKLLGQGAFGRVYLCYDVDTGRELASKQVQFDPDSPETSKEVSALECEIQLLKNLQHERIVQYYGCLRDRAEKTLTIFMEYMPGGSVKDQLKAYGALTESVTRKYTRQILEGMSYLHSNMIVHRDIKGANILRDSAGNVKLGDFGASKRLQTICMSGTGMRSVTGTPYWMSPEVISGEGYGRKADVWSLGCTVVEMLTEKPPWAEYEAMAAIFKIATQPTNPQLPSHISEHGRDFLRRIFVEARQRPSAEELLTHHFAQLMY
SUMO HTRF inh – SUMOylation inhibition | HTRF SUMOylation assay, SAE1/SAE2 + UBC9, in vitro | inhibition, % at 35 µM | hit rate 0.36% among 290,000 | AID 2006; in the data active means inhibition above about 50%, passing the limit was not always enough; further: strong numbers were not always called active
Target sequence (P63279 whole entry, looked up): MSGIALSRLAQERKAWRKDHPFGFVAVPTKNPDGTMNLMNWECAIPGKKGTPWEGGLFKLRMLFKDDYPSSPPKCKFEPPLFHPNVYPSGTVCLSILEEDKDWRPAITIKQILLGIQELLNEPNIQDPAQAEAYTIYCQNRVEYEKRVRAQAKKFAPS
IMP-1 inhibitor – blocks Pseudomonas aeruginosa IMP-1 metallo-beta-lactamase; hit rate 0.45% among 290,000; purified IMP-1, nitrocefin hydrolysis, epi-absorbance fluorescence; inhibition, % at 5.6 µM; AID 1556;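 active means inhibition above the mean plus 3 SD of all compounds in the same screening run, cut at about 4.5% in these data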;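 further: 0% = IMP-1 with DMSO and 100% = DMSO wells lacking enzyme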
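System – purified recombinant IMP-1 beta-lactamase · Input – IMP-1 dispensed at 0.2 nM · Timing – 15 min preincubation plus 25 min reaction at 25 °C · Signal – Epi-absorbance fluorescence, 480 nm excitation, 530 nm emission · Measure – percent IMP-1 inhibition derived from blank-referenced optical density · Controls – Enzyme-plus-DMSO low control, enzyme-free DMSO high control · Replication – singlicate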
DNA FID counter – fluorescent intercalator displacement, NS3 helicase counter-screen; DNA fluorescent intercalator displacement, fluorescence; inhibition, % at 7.9 µM; AID 1845; hit rate 0.17% among 290,000; in the data active means inhibition above about 37%;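 further: 0% = vehicle and 100% = reference compound; higher means more ethidium bromide displaced from hairpin DNA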
IDE cell activ – IDE (human) activation, cell-based | P14735 | activation, % at 5.96 µM | HEK cells, FAbeta-B cleavage, fluorescence polarization; 0% vehicle, 100% cell-free pure enzyme wells | hit rate 0.073% among 340,000 | AID 493087;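 active means activation above the mean of all tested compounds plus 3 SD, set per screening campaign, cut at about 17% in these data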
Numbers without * were called inactive; nt = no result given; [ ] = remark or other dose.

SMILES | PHOSPHO1 inh | VIM-2 inh | HCV NS3 hel inh | pCIP destab | MEKK3 PB1 HTS | SUMO HTRF inh | IMP-1 inhibitor | DNA FID counter | IDE cell activ
CCOC(=O)c1cc(CC)sc1NC(=O)C1CC(=O)NN1Cc1ccccc1 (stereo not given) | 1 | -2.5 | 1 | -12 | 101 | -10 | -2.6 | -20 | 4
CN1C(=O)NC(c2cccc([N+](=O)[O-])c2)C2=C1CC(C)(C)CC2=O (stereo not given) | -1 | 0.8 | -7 | -3 | 105 | -4 | -1.2 | -1 | 2
N#Cc1c(C(F)(F)F)cc(-c2ccc(Cl)cc2)[nH]c1=O | 0 | -0.1 | 11 | 6 | 116 | 33 | -1.7 | -20 | -1
O=C(Nc1ccccc1)OCCOc1ccc(Br)cc1 | 19 | -1.2 | -6 | 4 | 106 | -8 | -3.2 | -6 | 2
COc1ccccc1NC(=O)Cc1csc(NC(=O)c2ccccc2)n1 | 19 | -3.0 | 7 | -3 | 100 | 23 | -2.9 | -15 | 5
COc1ccc(C(=O)O)cc1S(=O)(=O)Nc1ccccc1Cc1ccccc1 | 10 | -3.3 | 2 | -7 | 100 | 9 | 0.7 | -29 | 6
COC(=O)c1ccc(CS(=O)(=O)c2ccc(F)cc2)o1 | 16 | 0.2 | 9 | 3 | 101 | -1 | -1.7 | -4 | -2
COc1ccc(CC(=O)Nc2cccc(-c3ccc4nnc(C)n4n3)c2)cc1OC | -32 | -2.8 | 1 | 7 | 119 | 14 | -3.2 | -22 | -5
Cc1cccc(C)c1NS(=O)(=O)c1ccc(-c2cnc(C3CC3)o2)cc1 | 26 | -2.8 | 1 | -30 | 101 | -3 | -2.3 | -37 | 6
O=C(COc1ccccc1Cl)NCc1ccco1 | -10 | -3.0 | -3 | 0 | 101 | -11 | -3.5 | -1 | 3
COc1cccc(CNC(=O)CCS(=O)(=O)c2ccc3c(c2)CC(C)N3C(=O)C2CC2)c1 (stereo not given) | 22 | -0.8 | 1 | -4 | 102 | 11 | -3.0 | -41 | 4
CCCCN(CC)CCCNC(=O)c1ccc(CS(=O)(=O)c2c(Cl)cccc2Cl)o1 | 15 | 0.2 | -12 | -7 | 104 | 32 | -1.5 | 3 | -1
Cc1noc(C(=O)Nc2cccnc2Cl)c1Cl | 24 | -3.4 | 6 | 2 | 103 | -2 | -4.4 | -3 | -1
COc1ccc(NC(=O)C2CC(=O)OC2c2ccccc2)cc1 (stereo not given) | 1 | -3.1 | 9 | 7 | 100 | 1 | -3.0 | -6 | -5
COc1ccc(OC)c(NC(=O)NCCCCc2ccccc2)c1 | 21 | 2.0 | 2 | 2 | 97 | -9 | 1.0 | -20 | 3
CC(C)(C)N(Cc1ccccc1)C(=O)CN1C(=O)c2ccccc2C1=O | -12 | 0.2 | 35 | 26 | 101 | 8 | -0.5 | -30 | 3
Cc1nn2c(=O)c3c4c(sc3nc2n1-c1ccccc1)COC(C)(C)C4 | 16 | -0.5 | 0 | -17 | 98 | 16 | -3.4 | -25 | nt
CC(=O)N1CCN(c2ccccc2NC(=O)COc2cc(C)ccc2C(C)C)CC1 | 27 | -4.0 | -4 | 1 | 97 | 6 | -4.0 | -41 | 4
COc1ccc(N2CC(C(=O)OCC(=O)c3ccccc3)CC2=O)cc1 (stereo not given) | -4 | -1.8 | -3 | -10 | 92 | 13 | -1.9 | -10 | 4
Cc1cccc(C)c1NC(=O)Cn1nc(-c2ccc(Cl)s2)ccc1=O | -4 | -5.1 | -4 | 8 | 103 | 26 | -1.5 | -43 | 3
CC(C)COc1ccc(C(=O)Nc2ncn[nH]2)cc1 | -6 | -0.8 | -11 | -2 | 101 | -17 | -2.2 | -6 | 2
Cn1nc2sc3ccccc3n2c(=O)c1=O | 7 | 0.7 | 8 | 5 | 94 | -6 | -0.9 | -3 | 9
Cc1cc(SCC(=O)NC(=O)c2cccn2C)nc2ccccc12 | 24 | 0.3 | -4 | 1 | 87 | 20 | -1.4 | -7 | -6
COc1ccc2nc3ccccc3nc2c1NC(=O)c1ccc(Br)cc1 | -9 | -2.0 | -7 | -8 | 95 | 6 | -0.1 | 3 | -1
CCCn1nnc(NC(=O)c2ccc(Br)cc2)n1 | 4 | -1.3 | -4 | -5 | 94 | 23 | -2.6 | -2 | 1
Cc1ccc(/C=N/NC(=O)c2ccoc2C)s1 | 7 | -1.3 | -8 | -20 | 118 | 17 | -0.4 | -2 | 5
CCCCNCc1cc(Br)c(OCc2cccs2)c(OC)c1 | -5 | -5.1 | -68 | 1 | 95 | -20 | -1.6 | 25 | 7
CCOc1ccc(C2CC(c3ccccc3)Nc3nc(N)nn32)cc1 (stereo not given) | 15 | -0.8 | 0 | -10 | 95 | 16 | -2.6 | -15 | 1
CC(C)(C)NC(=O)/C(=C/c1cccnc1)NC(=O)c1ccco1 | 15 | -1.8 | -4 | -7 | 101 | 6 | -3.4 | 2 | nt
Cc1cccc(/C(N)=N/OC(=O)COc2ccccc2Cl)c1 | 6 | -4.1 | 2 | -2 | 93 | -30 | -0.7 | 1 | 2
CCOC(=O)N1CCN(C(=O)CN2C(=O)COc3ccc(C(C)(C)C)cc32)CC1 | 26 | -3.0 | 4 | -17 | 103 | 0 | -3.6 | -30 | 0
N#Cc1cnn2c3c(cnc12)C(=O)N1CCc2ccccc2C1C3 (stereo not given) | 44 | -0.3 | 10 | -1 | 89 | 24 | -0.4 | -7 | 2
CCOC(=O)c1sc2ncn(C(CC)C(=O)OC)c(=O)c2c1C (stereo not given) | -9 | -2.8 | -6 | -6 | 101 | 13 | -3.5 | -7 | 3
O=C(CC(=O)Nc1ccc(Br)cc1)Nc1ccc(Br)cc1 | 15 | -0.5 | 13 | 2 | 98 | 4 | -0.8 | -3 | 3
O=C(NCc1cccnc1)NC(C(F)(F)F)C(F)(F)F | 15 | -2.2 | 4 | -10 | 98 | 19 | -5.3 | 0 | 6
Cc1cccc(NC(=O)CN(c2ccc(F)cc2)S(C)(=O)=O)c1 | 19 | -0.4 | -7 | -21 | 106 | -7 | -3.8 | -3 | 2
O=C(N/N=C/c1cc([N+](=O)[O-])ccc1O)c1ccc(COc2ccc3c(c2)CCC3)o1 | 18 | -5.3 | -17 | 0 | 104 | -57 | -2.3 | -26 | 6
CCOC(=O)c1nc2ccccc2s1 | 6 | -1.7 | 1 | 3 | 2.0*[inhibitor] | -22 | -3.5 | -3 | 1
Cc1ccc(CNc2oc(-c3ccco3)nc2S(=O)(=O)c2ccccc2)cc1 | -16 | 0.4 | -1 | -5 | 88 | 13 | -1.4 | -12 | 4
CCCCc1c(C)c2cc(C)ccc2[nH]c1=O | -7 | -1.6 | -3 | -10 | 95 | -7 | -4.1 | -19 | 2
Cc1cc(C)c2cc(C#N)c(N3CCCN(C(=S)NCCCN(C)C)CC3)nc2c1 | 26 | 2.3 | -61 | -11 | 99 | 25 | -2.9 | 26 | -4
Cc1ccn(CC(=O)NC2CCCN(Cc3ccc(CC(C)C)cc3)C2)n1 (stereo not given) | 28 | -0.5 | 3 | -6 | 98 | -3 | -1.0 | 10 | 3
CN(CC(=O)O)c1ccc(C(F)(F)F)cc1[N+](=O)[O-] | 34 | 0.8 | -14 | -1 | 91 | -11 | -1.3 | 3 | 8
CN1/C(=C\C=Nc2cc(S(=O)(=O)N3CCOCC3)ccc2N2CCOCC2)C(C)(C)c2ccccc21 | -11 | -2.1 | 1 | -5 | 137* | 8 | -4.1 | -3 | -1
CCCCNC(=S)N(CCN(C)C)Cc1cc2cc3c(cc2[nH]c1=O)OCCO3 | -113 | 2.0 | 2 | -2 | 101 | 4 | 3.0 | 8 | 3
COc1ccccc1CNc1nc2nc(C)c(C)c(=O)n2[nH]1 | 58 | -3.8 | -7 | -2 | 101 | -2 | -1.7 | 1 | -2
CCOC(=O)CNC(=O)CSc1nnc(NC(=O)c2ccccc2Cl)s1 | 56 | 2.7 | -17 | -3 | 94 | 20 | -0.3 | -5 | -2
COc1cccc(C(N)=O)c1OC(=O)Cc1ccccc1F | 18 | -3.7 | 40* | -12 | 100 | -9 | -1.6 | -3 | 2
O=C(CNS(=O)(=O)c1cccs1)N1CCCC1 | -7 | 1.7 | 7 | -15 | 115 | -8 | 0.2 | -10 | -1
O=C(CSc1ccc(-c2ccc(F)cc2)nn1)Nc1ccc2c(c1)OCCO2 | 0 | 0.3 | 3 | -7 | 133* | 12 | -3.1 | -6 | -4
CCn1ccc2cc(OC)ccc2c1=S | 87* | -3.4 | 2 | -10 | 95 | -12 | -0.6 | 2 | 1
O=C(Nc1ccc(Cl)cc1)Nc1ccccc1Sc1ncc([N+](=O)[O-])s1 | -54 | -3.0 | 21 | 3 | 106 | -29 | -1.8 | -4 | -15
O=C(NCCCO)NC12CC3CC(CC(C3)C1)C2 | 13 | 0.0 | 0 | 2 | 101 | -14 | -5.0 | -1 | 1

Entries from the list above with fluorine, in the order listed:
SMILES | PHOSPHO1 inh | VIM-2 inh | HCV NS3 hel inh | pCIP destab | MEKK3 PB1 HTS | SUMO HTRF inh | IMP-1 inhibitor | DNA FID counter | IDE cell activ
N#Cc1c(C(F)(F)F)cc(-c2ccc(Cl)cc2)[nH]c1=O | 0 | -0.1 | 11 | 6 | 116 | 33 | -1.7 | -20 | -1
COC(=O)c1ccc(CS(=O)(=O)c2ccc(F)cc2)o1 | 16 | 0.2 | 9 | 3 | 101 | -1 | -1.7 | -4 | -2
O=C(NCc1cccnc1)NC(C(F)(F)F)C(F)(F)F | 15 | -2.2 | 4 | -10 | 98 | 19 | -5.3 | 0 | 6
Cc1cccc(NC(=O)CN(c2ccc(F)cc2)S(C)(=O)=O)c1 | 19 | -0.4 | -7 | -21 | 106 | -7 | -3.8 | -3 | 2
CN(CC(=O)O)c1ccc(C(F)(F)F)cc1[N+](=O)[O-] | 34 | 0.8 | -14 | -1 | 91 | -11 | -1.3 | 3 | 8
COc1cccc(C(N)=O)c1OC(=O)Cc1ccccc1F | 18 | -3.7 | 40* | -12 | 100 | -9 | -1.6 | -3 | 2
O=C(CSc1ccc(-c2ccc(F)cc2)nn1)Nc1ccc2c(c1)OCCO2 | 0 | 0.3 | 3 | -7 | 133* | 12 | -3.1 | -6 | -4

2 compounds from above, reduced to HCV NS3 hel inh, SUMO HTRF inh and IDE cell activ.
canonical_smiles	HCV NS3 hel inh	SUMO HTRF inh	IDE cell activ
O=C(COc1ccccc1Cl)NCc1ccco1	-3	-11	3
COc1cccc(CNC(=O)CCS(=O)(=O)c2ccc3c(c2)CC(C)N3C(=O)C2CC2)c1 (stereo not given)	1	11	4

Not all compounds are listed. The share of hits here may be higher or lower than overall.
